Screens as filed in PubChem.
POLB inh: inhibitors of human DNA polymerase beta; Potency, µM (titrated, usually from 114 µM), for inactives: at the top dose activity change, negative = inhibition, hits mostly inhibitors; P06746; AID 485314; hit rate 1.3% among 340,000; Pol beta primer extension/strand displacement, fluorescence kinetic; also: potency is read from the fitted curve at half-maximal effect; % is scaled to controls: 0 for no effect and ±100 for the full control effect
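Enzyme-only controls used 10 nM Pol beta; buffer lacking enzyme served as negative control. Compound preincubated 15 min, then 50 nM substrate added; 0 and 10 min reads at room temperature.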
12-LOX inh: inhibitors of human 12S-lipoxygenase ALOX12; hit rate 1.1% among 580,000; Potency, µM (titrated, usually from 108 µM), for inactives: at the highest dose activity change, negative = inhibition, usual class: inhibitors; AID 1671190; P18054; purified 12hLO, xylenol orange hydroperoxide absorbance; also: potency is read from the fitted curve at half-maximal effect; % is scaled to controls: 0 for no effect and ±100 for the full control effect
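Hydroperoxide product was detected by ferrous iron/xylenol orange as the 573 to 405 nm absorbance ratio. Arachidonic acid at 40 uM (final) was turned over for 30 min at room temperature by 150 nM human 12hLO, pH 7.0 Hepes buffer, after 15 min compound preincubation.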
Anesthetic bind: binds horse apoferritin like a general anesthetic; P02791; apoferritin/1-aminoanthracene competitive binding, fluorescence; Potency, µM (doses to about 77.5 µM), without a hit: at the highest dose activity change, negative = displacement, usual class: inhibitors; hit rate 0.074% among 350,000; also: potency is read from the fitted curve at half-maximal effect; % is scaled to controls: 0 for no effect and ±100 for the full control effect; nearly all actives have a fitted effect of over 20% in size
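Horse-spleen apoferritin (10 uM) was mixed with 50% saturated 1-aminoanthracene in PBS, exposed to compounds for 10 min at room temperature, and read for fluorescence (ex 380 nm, em 535 nm). Competitive displacement was fitted with a four-parameter Hill equation.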
APEX1 inh: inhibitors of human APE1 endonuclease | Potency, µM (series often up to 65.8 µM), inactives show at the top dose activity change, negative = inhibition, actives largely listed as inhibitors | P27695 | recombinant APE1, TAMRA/BHQ-2 abasic DNA cleavage fluorescence | AID 2517 | hit rate 0.35% among 350,000;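 also: potency is read from the fitted curve at half-maximal effect; plate controls were vehicle for no effect and reference inhibitor for full effect; nearly all actives have a fitted effect of over 55% in size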
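Readout is kinetic fluorescence (ex 525, em 598 nm) from cleavage of 50 nM TAMRA/BHQ-2 THF abasic duplex by 0.75 nM APE1, compound added 15 min beforehand at RT.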
POLK inh: blocks human DNA polymerase kappa activity; Q9UBT6; purified Pol kappa, fluorescent DNA synthesis assay, 10 min; Potency, µM (doses to about 107 µM), for the others: top-dose activity, negative = inhibition, hits mostly inhibitors; hit rate 0.53% among 400,000; also: potency is read from the fitted curve at half-maximal effect; % is scaled to controls: 0 for no effect and ±100 for the full control effect
Target sequence (Q9UBT6 whole entry, looked up): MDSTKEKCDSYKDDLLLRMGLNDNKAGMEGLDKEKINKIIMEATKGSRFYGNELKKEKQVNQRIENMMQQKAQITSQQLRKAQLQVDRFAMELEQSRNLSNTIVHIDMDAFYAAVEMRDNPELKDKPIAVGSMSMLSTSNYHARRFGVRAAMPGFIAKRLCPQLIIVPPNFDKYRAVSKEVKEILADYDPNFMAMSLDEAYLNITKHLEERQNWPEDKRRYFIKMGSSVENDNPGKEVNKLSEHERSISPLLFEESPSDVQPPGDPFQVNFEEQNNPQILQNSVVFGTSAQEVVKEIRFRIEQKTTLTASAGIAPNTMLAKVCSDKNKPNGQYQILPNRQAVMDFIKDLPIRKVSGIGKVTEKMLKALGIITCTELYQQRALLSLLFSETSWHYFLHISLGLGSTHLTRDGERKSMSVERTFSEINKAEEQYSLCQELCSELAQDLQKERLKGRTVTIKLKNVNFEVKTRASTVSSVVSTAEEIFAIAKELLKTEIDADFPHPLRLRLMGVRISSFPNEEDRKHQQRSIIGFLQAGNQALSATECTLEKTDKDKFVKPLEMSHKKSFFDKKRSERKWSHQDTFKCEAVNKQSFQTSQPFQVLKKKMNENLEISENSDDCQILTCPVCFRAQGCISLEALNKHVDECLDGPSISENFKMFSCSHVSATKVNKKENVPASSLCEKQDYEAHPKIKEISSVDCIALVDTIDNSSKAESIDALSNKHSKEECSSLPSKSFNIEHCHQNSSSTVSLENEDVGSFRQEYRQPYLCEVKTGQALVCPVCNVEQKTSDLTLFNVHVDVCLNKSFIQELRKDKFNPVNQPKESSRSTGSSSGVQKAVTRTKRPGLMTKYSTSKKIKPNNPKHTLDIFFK
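10 nM Pol kappa preincubated 15 min at room temperature with compounds, then reaction started with substrate at 50 nM final. Fluorescence read kinetically at 0 and 10 min; buffer-only wells served as negative control.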
RGS4 inh: inhibitors of human regulator of G protein signaling 4; Transcreener GDP fluorescence polarization, RGS4-accelerated GTP hydrolysis; Potency, µM (series often up to 114 µM), inactives show top-dose activity change, negative = inhibition, most hits filed as inhibitors; P49798; hit rate 0.039% among 390,000; also: potency is read from the fitted curve at half-maximal effect; % is scaled to controls: 0 for no effect and ±100 for the full control effect; nearly all actives have a fitted effect of over 75% in size; some results filed as inactive show a strong effect at the top dose
Target sequence (P49798 whole entry, looked up): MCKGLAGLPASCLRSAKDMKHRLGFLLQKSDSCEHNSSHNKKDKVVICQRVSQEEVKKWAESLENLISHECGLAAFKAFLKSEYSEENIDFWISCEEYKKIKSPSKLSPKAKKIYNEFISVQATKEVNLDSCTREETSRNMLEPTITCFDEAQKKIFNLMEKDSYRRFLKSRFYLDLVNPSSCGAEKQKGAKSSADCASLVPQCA
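MLSMR compounds (23 nl, pin-transferred) preincubated 10 min at room temperature with a 500nM (2x) first reagent, then RGS4 at 900nM (2x) plus Transcreener GDP mix added; fluorescence polarization (620/688 nm) read before and after 90 min at 30 °C.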
ERG-DNA inh: ERG Ets/DNA interaction inhibition; fluorescence polarization, His-ERG Ets domain / labelled DNA; AID 624246; P11308; hit rate 0.028% among 370,000; Potency, µM (highest dose often 76.9 µM), for the others: at the top dose FP activity, negative = inhibition, most hits filed as inhibitors; active = well fitted inhibition curve with a large enough effect in the polarisation, with a control signal flat; inconclusive = small, poorly fitted or top-dose-only effect, or effect the other way, or a change in a side signal; inactive = no such curve, though single readings can be large or run the other way; the % refers to the polarisation;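 also: polarization taken with two DNA probes labelled with fluorescein and Texas red; potency is read from the fitted curve at half-maximal effect; % of control where 0% means no effect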
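His-tagged ERG Ets domain (1 uM in the protein solution; 300mM KCl, 50mM Tris-HCl, 1mM EDTA, 1mM DTT, pH 7.5) received compound, then a probe mix of 5 nM fluorescein-DNA and 100nM Texas-615-DNA. Fluorescence polarization was read for both dyes.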
LDHA inh: blocks human lactate dehydrogenase A. P00338. purified LDHA, NADH/diaphorase-resazurin fluorescence; hits give low values. activity change, % (values are at about 110 or 230 µM). hit rate 0.15% among 480,000; in the data active = activity change below about -30%; inconclusive = mostly about -25% to -30%;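 also: plate controls were DMSO wells for no effect and wells without enzyme for full effect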
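Resorufin fluorescence (ex540/em590), read at 0 and 20 min after diaphorase/resazurin addition, reports the NADH left after a 5 min room-temperature reaction of 2 nM human LDH5 with 0.06 mM NADH and 0.2 mM pyruvate.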
Pol eta inh: inhibitors of human DNA polymerase eta | Q9Y253 | Potency, µM (doses to about 114 µM), inactives show at the highest dose activity change, negative = inhibition, actives largely listed as inhibitors | AID 588591 | recombinant Pol eta, fluorescent DNA replication assay | hit rate 1.2% among 390,000; also: potency is read from the fitted curve at half-maximal effect; % is scaled to controls: 0 for no effect and ±100 for the full control effect
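Pol eta (10 nM) was preincubated with compounds for 15 min at room temperature, after which fluorescent replication substrate (50 nM final) was added to start the reaction. Fluorescence was read kinetically at 0 and 10 min.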
An asterisk follows results filed as active; ? = inconclusive; / = not tested or not shown; [ ] = dose if it differs, or a comment. Unless noted, calls follow the shape of the dose curve; as a rule, active = well fitted curve in the direction sought with a large enough effect; inconclusive = small, poorly fitted or top-dose-only effect, or another doubt; inactive = no such curve, though single readings can be large; an effect the other way counts as inactive or inconclusive. An excerpt; count on the stated rates, not on these rows.

POLB inh,12-LOX inh,Anesthetic bind,APEX1 inh,POLK inh,RGS4 inh,ERG-DNA inh,LDHA inh,Pol eta inh,Structure
27%,4%,-10%,30%,-1%,-4%,-7%,-3,-9%,O=C(c1ccc2oc(CCc3ccccc3)nc2c1)N1CCC(O)CC1
0%,/,?,-2%,4%,-14%,12%,0,-20%,CCN1CCN(Cc2ccc(NC(=O)c3ccc(C)c(NC(=O)c4cccc(-c5cn[nH]c(=O)c5)c4)c3)cc2C(F)(F)F)CC1
1%,0%,-12%,-2%,-3%,-6%,3%,5,-3%,Nc1c(C(=O)N/N=C/c2ccccc2Cl)oc2nc(-c3ccccc3)cc(-c3ccco3)c12
0%,?,-5%,/,-9%[60.1 µM],-14%,7%,-9,1%,CCOc1ccc2nc(NC(=O)CS(=O)(=O)c3ccc(Cl)cc3)sc2c1
28%,38%,-13%,14%,3%,-13%,-5%,-1,-10%,COc1cc(CN2CCCCCC2)cc(OC)c1
-17%,/,4%,62%[activator],-15%,14%,-3%,-4,4%,CC(C)C(NC(=O)c1ccccc1NC(=O)c1ccccc1)C(=O)NCCCn1ccnc1 (centres undefined)
13%,-24%[57.4 µM],-8%,2%,2%,-11%,/,-6,-5%,CSc1nc2ccc(S(=O)(=O)N3CCOCC3)cc2s1
37%,0%,8%,1%,-14%,?,-3%,-1,-9%,COc1ccc(-n2c(C)nc(=O)c(-c3ccccc3)c2C)cc1
52%,64%[activator],-6%,-5%,-1%,-6%,13%,2,-10%,CCOCCCNC(=O)C1(O)c2ccccc2NC(=O)N1c1ccc(Cl)c(Cl)c1 (centres undefined)
-28%,135%[activator],-5%,10%,1%,-17%,1%,1,-16%,COc1ccc(NC(=O)CN2CCN(C(=O)C3CCCO3)CC2)c(OC)c1 (centres undefined)
/,-20%,/,19%,2%,0%,-13%,1,4%,COc1ccc(NC(=O)COC(=O)Cn2cnc3ccccc3c2=O)c(OC)c1
-5%,-19%,-4%,-8%,-5%,13%,3%,-3,4%,CCC(=O)N1CCc2cc(S(=O)(=O)N3CCCCCC3)ccc21

More entries follow.
POLB inh,12-LOX inh,Anesthetic bind,APEX1 inh,POLK inh,RGS4 inh,ERG-DNA inh,LDHA inh,Pol eta inh,Structure
-40%,?,-14%,-11%,-14%,-1%,163%[activator],3,?,COc1cc(/C=C2\SC(=S)N(NS(=O)(=O)c3ccccc3)C2=O)ccc1O
34%,0%,-20%,2%,-7%,-6%,-8%,-4,-4%,O=C(Nc1ccc(Br)cc1)C1CCCN1S(=O)(=O)c1cccs1 (centres undefined)
-2%,0%,-16%,-1%,8%,-47%,4%,4,-8%,COC(=O)c1ccccc1NC(=O)CSc1nnc(C(C)NC(=O)c2ccc(Cl)cc2Cl)n1C (centres undefined)
-21%,-7%,0%,7%,6%,-1%,-4%,-1,1%,Cc1cccc(-c2nnn(C/C(N)=N/O)n2)c1
/,-22%,/,-17%,-10%,-25%,3%,2,?,CC[C@]12c3[nH]c4ccc(Cl)cc4c3CCN1C(=O)[C@@H](CC(=O)NCc1cccc(C(F)(F)F)c1)C[C@@H]2C(=O)N1CCN(C(=O)C2CC2)CC1
1%,-11%,-2%,-1%,-25%,20%,-5%,-4,-2%,COc1ccc(-c2cc(-c3ccc(C)cc3)nc(SCc3nnc(-c4ccccc4)o3)c2C#N)cc1OC
33%,6%,4%,1%,3%,-9%,-3%,-2,-21%,O=C(NN1C(=O)C2C3C=CC(C3)C2C1=O)c1ccncc1 (centres undefined)
/,-3%,/,3%,-11%,-10%,12%,-1,0%,COC(=O)c1ccccc1N(C)S(=O)(=O)c1cc2c3c(c1)CCC(=O)N3CCC2
-5%,-13%,-12%,-5%,-10%,20%,0%,-8,-10%,N#C/C(=C/c1ccc(Cl)cc1)NC(=O)c1ccccc1
0%,2%,-4%,6%,-9%,10%,5%,1,-14%,CCCn1nnnc1NCc1cc(Br)ccc1OC
14%,6%,-9%,-2%,0%,14%,1%,-4,0%,C[C@H](NC(=O)[C@@H]1CSC2c3ccccc3C(=O)N21)C(=O)NC1CCCCC1 (some centres undefined)
/,?,/,-5%,-4%,5%,8%,-4,-13%,CC1(C)C=Cc2c(ccc3c2OC[C@H](c2ccc(O)cc2O)C3)O1

Continued:
POLB inh,12-LOX inh,Anesthetic bind,APEX1 inh,POLK inh,RGS4 inh,ERG-DNA inh,LDHA inh,Pol eta inh,Structure
-2%,-1%,7%,/,-9%,-20%,0%,-2,/,CCC(Sc1nc2ncccc2o1)C(=O)Nc1cccc(C)c1 (centres undefined)
-1%,-13%,4%,/,-8%[60.1 µM],-18%,-6%,-2,-1%,O=C(COc1ccccc1F)Nc1nnc(SCc2cc(=O)c3ccccc3[nH]2)s1
3%,?,-11%,-5%,9%,-8%,5%,-1,-20%,COC(=O)c1ccc(/C=N/N2CCN(Cc3ccccc3Cl)CC2)cc1
0%,6%,-17%,2%,-6%,4%,4%,1,-25%,CCn1ccnc1CN1CCc2c([nH]c3ccccc23)C1C(C)(C)C (centres undefined)
28%,?,-20%,4%,0%,1%,5%,-2,-18%,CCc1ccc(OCC(O)Cn2c(N3CCCCC3)nc3c2c(=O)[nH]c(=O)n3C)cc1 (centres undefined)
-1%,0%,-9%,23%,-26%,12%,0%,-2,-5%,N#Cc1ccc(COc2cccnc2[N+](=O)[O-])cc1
1%,-24%,-8%,?,-14%,15%,-1%,-12,-11%,CCN(CC)S(=O)(=O)c1ccc(NC(=O)COc2nc3ccccc3nc2N2CCOCC2)cc1
1%,0%,-6%,-1%,-3%,14%,-13%,-7,-3%,CCCS(=O)(=O)N1CCCC(C(=O)NCCCOC(C)C)C1 (centres undefined)
?,-14%,1%,/,-9%,-3%,3%,-3,5%,O=C(Cn1c(=O)n(-c2ccc(Cl)cc2)c(=O)c2c3c(sc21)CCC3)c1ccccc1
1%,-2%,-18%,2%,-7%,-58%[56.9 µM],0%,-6,5%,CCOC(=O)C1CCCN(Cc2nc(N)nc(Nc3ccc(OC)cc3)n2)C1 (centres undefined)
/,-1%,/,-1%,-3%,-11%,0%,-8,-15%,Cc1ccc(NC(=O)CCCNC(=O)c2ccc(Cl)cc2)cc1S(=O)(=O)N1CCCCC1
4%,-21%,-5%,-7%,-7%,2%,13%,-6,-9%,CC(NC(=O)COc1ccc(Br)cc1)C1CCCO1 (centres undefined)

Carrying on:
POLB inh,12-LOX inh,Anesthetic bind,APEX1 inh,POLK inh,RGS4 inh,ERG-DNA inh,LDHA inh,Pol eta inh,Structure
-4%,?,-7%,-1%,0%,-28%,-1%,3,-17%,Cc1ccc(-n2cccn2)c([C@@H]2C[C@H]3CN(C)C(=O)[C@]34CCCN24)c1
0%,25%,-4%,2%,-10%,33%,6%,-9,-4%,COc1ccc(/C=C/C(=O)Oc2ccc(/C=N\NC(=O)c3ccc(F)cc3)cc2)cc1
-2%,0%,-11%,15%,3%,-21%,8%,2,-3%,CCC(C)(C)NCC(=O)Nc1ccc(OC(F)(F)F)cc1
-3%,?,-13%,49%[activator],-8%,?,13%,0,-15%,Cc1occc1C(=O)NNC(=S)NC(=O)COc1ccc(Cl)cc1Cl
32%,-1%,1%,50%[activator],4%,-26%,0%,-7,-24%,CC(C)c1nc(SCC(=O)NC2CCCCC2)c2ccccc2n1
-30%,?,-15%,-1%,-11%,0%,2%,-2,-13%,CC(=O)Nc1ccc(C2C(=O)c3ccccc3C2=O)cc1
20%,51%[activator],2%,19%,-7%,3%,6%,-5,-2%,Cc1ccc(-c2nc3ncccc3o2)cc1NC(=O)C(C)C

Among those listed so far, these contain a Cl atom.
POLB inh,12-LOX inh,Anesthetic bind,APEX1 inh,POLK inh,RGS4 inh,ERG-DNA inh,LDHA inh,Pol eta inh,Structure
1%,0%,-12%,-2%,-3%,-6%,3%,5,-3%,Nc1c(C(=O)N/N=C/c2ccccc2Cl)oc2nc(-c3ccccc3)cc(-c3ccco3)c12
0%,?,-5%,/,-9%[60.1 µM],-14%,7%,-9,1%,CCOc1ccc2nc(NC(=O)CS(=O)(=O)c3ccc(Cl)cc3)sc2c1
52%,64%[activator],-6%,-5%,-1%,-6%,13%,2,-10%,CCOCCCNC(=O)C1(O)c2ccccc2NC(=O)N1c1ccc(Cl)c(Cl)c1 (centres undefined)
-2%,0%,-16%,-1%,8%,-47%,4%,4,-8%,COC(=O)c1ccccc1NC(=O)CSc1nnc(C(C)NC(=O)c2ccc(Cl)cc2Cl)n1C (centres undefined)
/,-22%,/,-17%,-10%,-25%,3%,2,?,CC[C@]12c3[nH]c4ccc(Cl)cc4c3CCN1C(=O)[C@@H](CC(=O)NCc1cccc(C(F)(F)F)c1)C[C@@H]2C(=O)N1CCN(C(=O)C2CC2)CC1
-5%,-13%,-12%,-5%,-10%,20%,0%,-8,-10%,N#C/C(=C/c1ccc(Cl)cc1)NC(=O)c1ccccc1
3%,?,-11%,-5%,9%,-8%,5%,-1,-20%,COC(=O)c1ccc(/C=N/N2CCN(Cc3ccccc3Cl)CC2)cc1
?,-14%,1%,/,-9%,-3%,3%,-3,5%,O=C(Cn1c(=O)n(-c2ccc(Cl)cc2)c(=O)c2c3c(sc21)CCC3)c1ccccc1
/,-1%,/,-1%,-3%,-11%,0%,-8,-15%,Cc1ccc(NC(=O)CCCNC(=O)c2ccc(Cl)cc2)cc1S(=O)(=O)N1CCCCC1
-3%,?,-13%,49%[activator],-8%,?,13%,0,-15%,Cc1occc1C(=O)NNC(=S)NC(=O)COc1ccc(Cl)cc1Cl
